# LGR2 antag = inhibitors of bursicon-induced Drosophila LGR2 receptor cAMP signaling; hit rate 0.35% among 380,000; HEK293 LGR2, CRE-luciferase, bursicon-stimulated, 4 h; AID 720647; inhibition, % at 9.99 µM;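 active = drop in luminescence signal, shown as inhibition above about 50% in the replicate tests, limit read from the data, passing the limit was not always enough; inconclusive = probably only some replicates passing the limit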;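 note: agonist challenge used bursicon conditioned medium at about half maximal strength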
# FN deposition inh = fibronectin deposition inhibition | AH1F fibroblasts, Alexa488-fibronectin deposition fluorescence, overnight | inhibition, % at 12.6 µM | hit rate 0.086% among 350,000;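 active = mean inhibition across replicates of 30% or more, regardless of how many single replicates reach that level; inconclusive = mean under 30% yet at least half of replicates reach 30%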;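 note: positive control wells lacked labelled fibronectin entirely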
#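 Material – AH1F fibroblast monolayer, labelled fibronectin deposition · Reagent – labelled fibronectin 24 nM · Timing – 1 h adhesion, overnight exposure · Measured by – fluorescence at 485 nm excitation, 525 nm emission · Read-out – inhibition of fibronectin deposition signal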
# esBAF inh = blocks esBAF chromatin remodeling in mouse ES cells | Bmi1-luciferase knock-in reporter, 24 h; 100% = twice the neutral-well signal | reporter increase, % at 12.5 µM | hit rate 2% among 350,000; in the data active = activation above about 40%; inconclusive = no clear call, values can overlap the other calls;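 note: 0% = median of the plate's neutral control wells and 100% = double that signal; a rise in the Bmi1 reporter signal indicates esBAF inhibition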
# S100A4 inh HTS = S100A4-myosin IIA interaction inhibition | S100A4/TAMRA-MyoIIA peptide fluorescence polarization | inhibition, % at 10.7 µM | P26447 | hit rate 0.14% among 360,000;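 active = mean inhibition of at least 70% across replicates, with every replicate also reaching that level; inconclusive = mean inhibition reaches 70% but some replicates fall short; inactive = mean inhibition below 70%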
# Target sequence (P26447 whole entry, looked up): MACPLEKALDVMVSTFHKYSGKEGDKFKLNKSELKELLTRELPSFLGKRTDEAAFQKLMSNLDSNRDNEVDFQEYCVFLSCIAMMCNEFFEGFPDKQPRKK
#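 Test system – S100A4 monomer (human) · Compound – single-point compound testing · Schedule – 5 min incubation before reading · Probe or stimulus – TAMRA-labelled myosin IIA heavy-chain peptide probe, 5 nM · Benchmarks – neutral control DMSO, positive control TFP · Medium – Calcium-containing HEPES buffer, pH 7.2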
# Casp6 inh = inhibitors of human caspase-6; P55212; purified caspase-6, Z-VEID-R110 cleavage fluorescence; inhibition, % at 12.5 µM; hit rate 0.53% among 350,000;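 active = mean inhibition across replicates at least about 35%, with every replicate also reaching that limit, limit read from the data; inconclusive = only one of the two criteria met; inactive = neither criterion met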;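 note: 0% = median of neutral control wells and 100% = no fluorescence left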
# Target sequence (P55212 24-179 limits assumed): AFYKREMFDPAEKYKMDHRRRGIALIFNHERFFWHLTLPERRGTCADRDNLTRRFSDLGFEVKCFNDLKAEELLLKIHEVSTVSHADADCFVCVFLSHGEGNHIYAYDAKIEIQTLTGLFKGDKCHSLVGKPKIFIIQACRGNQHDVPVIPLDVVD
# Target sequence (P55212 194-293 limits assumed): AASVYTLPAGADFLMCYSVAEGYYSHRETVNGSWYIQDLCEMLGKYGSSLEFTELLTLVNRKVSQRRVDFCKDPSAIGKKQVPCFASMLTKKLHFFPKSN
# Statin myotox sup = protects C2C12 myotubes from simvastatin toxicity; hit rate 0.78% among 330,000; AID 602340; rescue of ATP level, % at 7.49 µM; ATP luminescence, 48 h; scaled: DMSO 0, geranylgeraniol control 100;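 active = mean ATP rescue above about 67%, or every replicate alone reaching that limit, limit read from the data, passing the limit was not always enough; inconclusive = no clear call, values can overlap the other calls; inactive = mean under the limit and some replicate under it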;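 note: myotubes were challenged with 10 µM simvastatin during compound exposure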
# SIRT5 block = blocks human SIRT5 desuccinylation of peptide. Purified SirT5, succinyl-peptide AMC, trypsin-coupled fluorescence. inhibition, % at 15 µM. hit rate 1.1% among 330,000. Q9NXA8; in the data active = inhibition above about 15%; inconclusive = no clear call, values can overlap the other calls
# Target sequence (Q9NXA8 whole entry, looked up): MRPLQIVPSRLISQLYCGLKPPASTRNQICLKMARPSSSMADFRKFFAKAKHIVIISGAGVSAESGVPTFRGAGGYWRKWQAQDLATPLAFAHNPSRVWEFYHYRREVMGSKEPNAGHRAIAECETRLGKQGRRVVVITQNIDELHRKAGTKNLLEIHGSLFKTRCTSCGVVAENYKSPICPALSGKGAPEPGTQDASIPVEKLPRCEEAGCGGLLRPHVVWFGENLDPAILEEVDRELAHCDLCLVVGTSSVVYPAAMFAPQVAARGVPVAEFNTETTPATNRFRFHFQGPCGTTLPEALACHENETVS
# * hit, by the source's call; ? = inconclusive; . = not tested or not shown; & = joins results of further samples.
SMILES,LGR2 antag,FN deposition inh,esBAF inh,S100A4 inh HTS,Casp6 inh,Statin myotox sup,SIRT5 block
Cc1cc(C)n(S(=O)(=O)c2ccc(Cl)c(Cl)c2Cl)n1,.,-8.7,0.5,.,.,1.7,.
CCOC(=O)c1oc2ccccc2c1COC(=O)CNC(=O)c1ccccc1OC,-21.7,3.1,.,-4.8,2.6,.,-3.6
CC(=O)Nc1cc(C(=O)OCC(=O)c2ccc(Cl)cc2Cl)ccc1C,.,-1.8,7.1,.,.,-32.3,.
CN1CCCC1CCNc1ccc2oc3ccccc3c(=O)c2c1 (stereo not given),.,-16.8,.,0.3,-6.3,.,-2.9
O=C(COC(=O)CCc1ccc(S(=O)(=O)N2CCOCC2)cc1)NCc1ccccc1Cl,13.2,-1.5,-2.1,1.5,0.6,-7.6,-2.2
CCCNC(=O)[C@H]1[C@H](CO)[C@H]2Cn3c(ccc(C4=CCCC4)c3=O)[C@@H]1N2Cc1ccncc1,2.2,.,-2.4,-10.3,0.8,-8.4,-9.5
C[C@@H]1CN([C@@H](C)CO)C(=O)c2cc(NC(=O)NC3CCCCC3)ccc2O[C@H]1CN(C)Cc1ccc(Oc2ccccc2)cc1,-10.9,.,-1.6,-11.6,0.8,-124.2,.
CC(=O)N1CCN(C(=O)OC2CC3CC2[C@H]2CCCCN2C3=O)CC1 (stereo not given in full),-24.8,0.6,.,-0.2,-1.6,.,-4.8
C[C@@H]1CN([C@@H](C)CO)C(=O)c2cc(C#CC3(O)CCCC3)cnc2O[C@H]1CN(C)C(=O)CC1CC1,-4.4,0.7,3.0,3.9,6.1,4.1,-1.2
COc1ccc(CNC(=O)c2cc3cccc(O)c3oc2=N)cc1,20.0,.,-0.6,-0.6,-1.2,-0.6,3.2
O=C(COC(=O)c1ccc2c(c1)OCCO2)Nc1cc(S(=O)(=O)N2CCOCC2)ccc1Cl,20.5,-7.4,0.6,3.2,-4.7,3.2,-4.8
O=C(NCC1(N2CCOCC2)CCCCC1)c1cccc(S(=O)(=O)Nc2ccc(F)cc2)c1,-2.5,-2.5,11.9,-4.5,-2.2,-3.4,2.5
O=C(CN1CCN(Cc2ccccc2Cl)CC1)N/N=C/c1cccs1,.,-4.7,-0.7,-4.9,1.3,-12.7,4.5
O=[N+]([O-])c1ccccc1NC(=S)N/N=C/c1ccc(O)c(O)c1,-41.4,11.0,.,8.0,52.8*,.,3.9
Cc1ccccc1-c1ccc([C@H]2[C@H](CO)N3CCCCN(S(=O)(=O)c4ccc(F)cc4)C[C@@H]23)cc1,18.0,.,-1.6,.,.,-5.6,21.3*
O=Cc1c(N2CCC3(CC2)OCCO3)nc2ccccn2c1=O,3.4,2.4,.,0.7,3.1,.,-1.6
CC(C)[C@H](NC(=O)N1c2ccccc2NC(=O)[C@@H]1C(C)C)C(=O)N[C@@H](Cc1ccccc1)C(=O)O,.,.,2.8,-0.2,-2.0,3.7,.
COc1ccccc1NC(=O)c1ccc2c(c1)OCO2,-42.4,-1.2,14.1,-1.8,-1.2,-11.3,2.6
O=C(NCCc1ccccc1)Nc1nnc([C@@H]2C[C@H](O)[C@@H](CO)O2)s1,-2.2,.,-7.5,0.2,-0.6,2.3,-2.1
Cc1cc(N/N=C/c2ccc(O)cc2O)nc(N2CCOCC2)n1,-13.6,1.5,.,-9.0,6.6,.,5.6
COc1cccc(C(=O)O/N=C(\N)c2ccc(C)cc2)c1,-90.9,-8.1,43.0,-2.6,0.8,-8.6,-4.1
Cc1ccc(S(=O)(=O)Nc2ccc3c(c2)C(=O)N([C@@H](C)CO)C[C@@H](C)[C@H](CN(C)Cc2ccc(Oc4ccccc4)cc2)O3)cc1,-6.2,.,2.2,.,.,3.2,.
NS(=O)(=O)c1ccc(NC(=S)N2CCC(Cc3ccccc3)CC2)cc1,9.2,-5.7,6.8,-2.0,4.2,-21.3,1.8
CCNC(=S)N(CCc1c(C)[nH]c2ccc(C)cc12)Cc1cccs1,26.0,-14.0,.,-5.5,0.6,.,-4.4
Cc1ccc(-n2cc(C(=O)O)c(=O)cc2C)c(C)c1,-3.8,.,1.3,-1.4,-2.9,1.0,-1.0
# Remaining list, next part
SMILES,LGR2 antag,FN deposition inh,esBAF inh,S100A4 inh HTS,Casp6 inh,Statin myotox sup,SIRT5 block
O=C(NCCCN1CCOCC1)c1ccc(-c2ccc(Cl)cc2)o1,18.5,-0.8,.,1.1,.,.,-4.4
COc1cccc(NC(=O)c2cc3ccccc3o/c2=N\O)c1,?,1.7,-54.8,5.2,2.5,-36.0,1.2
COCC(=O)N1CC(=O)N2[C@H](C1)[C@@H](c1ccc(Br)cc1)[C@@H]2CO,6.7,.,.,-16.1,-0.6,.,2.6
COCCNC(=O)C1(C)CCCN(C(=O)c2cc(C)on2)C1 (stereo not given),3.7,0.2,-5.4,0.5,-0.8,6.2,.
COCCNC(=O)c1onc(CSc2ccc(F)c(F)c2)c1C(=O)O,-6.5,0.0,1.1,3.4,0.3,1.5,-4.8
C[C@@H]1CCCCO[C@@H](CN(C)S(=O)(=O)c2cccs2)[C@H](C)CN([C@@H](C)CO)C(=O)c2cc(NS(=O)(=O)c3cccs3)ccc2O1,5.9,-3.3,10.9,2.5,1.2,.,0.9
CC(C)(C)OC(=O)N1CCc2onc(-c3ccc(Br)cc3)c2C1=O,-37.9,5.0,21.4,1.8,-1.3,6.5,-0.3
COc1ccccc1CCC(=O)Nc1ccc2c(c1)CN(CCCn1cccn1)CC2,-4.3,1.7,2.3,7.8,99.0*,-0.1,-0.7
CCOC(=O)C1=NOC(CNc2ncc(C(F)(F)F)cc2Cl)C1 (stereo not given),9.9,-6.8,.,1.5,-0.5,.,-1.5
COC(=O)c1c(NC(=O)c2cccc(S(=O)(=O)N3CCN(C)CC3)c2)sc(C)c1C,4.7,-5.4,.,3.1,-0.6,5.1,6.2
O=C(COC(=O)c1cc([N+](=O)[O-])ccc1N1CCOCC1)Nc1c(Cl)cccc1Cl,-7.8,6.4,-2.4,-11.2,-5.1,-17.7,2.8
CNS(=O)(=O)c1ccc(C(=O)NCC(=O)NCC2COc3ccccc3O2)cc1 (stereo not given),-4.1,-17.4,-3.2,11.4,0.1,12.2,-4.1
O=c1c2ccccc2nc2n1-c1ccccc1CCC2,.,-4.7,-0.3,-17.3,.,7.4,.
CCC(C)NC(=O)CSc1n[nH]c(-c2cc(Cl)ccc2OC)n1 (stereo not given),3.2,-0.9,-7.9,1.6,-4.0,4.4,-2.7
Cc1noc(C)c1S(=O)(=O)N(C)C[C@@H]1Oc2c(NC(=O)c3ccc(-c4nccs4)cc3)cccc2C(=O)N([C@H](C)CO)C[C@@H]1C,-35.2,-0.2,-5.9,47.7,-2.2,-13.0,4.8
S=c1nc(-c2ccccc2)c(-c2ccccc2)n[nH]1,-26.3,-1.5,-6.4,-3.1,-3.9,12.9,-2.0
O=C(CSCc1nc2scc(-c3cccs3)c2c(=O)[nH]1)Nc1ccccn1,12.1,-14.6,5.3,-19.7,-1.7,1.7,1.0
CN(C)c1nnnn1-c1cccc(Oc2ncc(C(F)(F)F)cc2Cl)c1,.,2.3,.,11.4,-9.9,.,0.8
COC(=O)C1CCN(C(=O)Cc2ccc(OC)c(OC)c2)CC1,.,10.1,-1.5,.,.,-1.4,.
C[C@@H]1CN([C@H](C)CO)C(=O)Cc2cc(NC(=O)CCC(F)(F)F)ccc2O[C@@H]1CN(C)C(=O)NC1CCCCC1,-11.1&1.0,-9.5&-1.3,3.1&5.7,-4.7,-1.3,17.6&14.7,-2.4
O=C(Nc1ccc(Cl)c(Cl)c1)N1CCOCC1,-2.3,4.3,14.4,-7.1,-2.9,-2.6,-5.8
N[C@@H](Cc1ccccc1)C(=O)N1CCC(C(=O)N[C@@H](CCC(=O)O)C(=O)O)CC1,-8.5,-5.8,-8.1,2.9,-3.5,-3.8,5.2
O=C(Nc1cccc(Cl)c1)N[C@H]1CC[C@@H](CCNC(=O)C2CC2)O[C@@H]1CO,-5.9,-14.1,4.4,-5.0,11.4,5.7,-5.2
O=C(C[C@@H]1CC[C@H]2[C@@H](COC[C@@H](O)CN2C(=O)c2ccccc2)O1)N1CCc2ccccc2C1,-3.3,5.2,0.9,-31.2,1.8,-7.9,-5.7
CN(Cc1ccccc1)Cc1cc(=O)oc2ccc3ccccc3c12,-5.7,19.5,1.3,-4.9,-6.5,-3.9,2.3

# Marked active in SIRT5 block, of those listed so far:
structure	LGR2 antag	esBAF inh	S100A4 inh HTS	Casp6 inh	SIRT5 block
Cc1ccccc1-c1ccc([C@H]2[C@H](CO)N3CCCCN(S(=O)(=O)c4ccc(F)cc4)C[C@@H]23)cc1	18.0	-1.6	.	.	21.3*

# A different layout for some results above:
SMILES | LGR2 antag | FN deposition inh | esBAF inh | S100A4 inh HTS | Casp6 inh | Statin myotox sup | SIRT5 block
Cc1noc(C)c1S(=O)(=O)N(C)C[C@@H]1Oc2c(NC(=O)c3ccc(-c4nccs4)cc3)cccc2C(=O)N([C@H](C)CO)C[C@@H]1C | -35.2 | -0.2 | -5.9 | 47.7 | -2.2 | -13.0 | 4.8
CCC(C)NC(=O)CSc1n[nH]c(-c2cc(Cl)ccc2OC)n1 (stereo not given) | 3.2 | -0.9 | -7.9 | 1.6 | -4.0 | 4.4 | -2.7

# Back to the main list, repeating the 4 entries before the break.
SMILES,LGR2 antag,FN deposition inh,esBAF inh,S100A4 inh HTS,Casp6 inh,Statin myotox sup,SIRT5 block
N[C@@H](Cc1ccccc1)C(=O)N1CCC(C(=O)N[C@@H](CCC(=O)O)C(=O)O)CC1,-8.5,-5.8,-8.1,2.9,-3.5,-3.8,5.2
O=C(Nc1cccc(Cl)c1)N[C@H]1CC[C@@H](CCNC(=O)C2CC2)O[C@@H]1CO,-5.9,-14.1,4.4,-5.0,11.4,5.7,-5.2
O=C(C[C@@H]1CC[C@H]2[C@@H](COC[C@@H](O)CN2C(=O)c2ccccc2)O1)N1CCc2ccccc2C1,-3.3,5.2,0.9,-31.2,1.8,-7.9,-5.7
CN(Cc1ccccc1)Cc1cc(=O)oc2ccc3ccccc3c12,-5.7,19.5,1.3,-4.9,-6.5,-3.9,2.3
COc1ccc(COC(=O)C2CCN(S(=O)(=O)c3ccc(C)cc3)CC2)cc1,-3.0,-2.8,-2.8,2.5,-3.0,22.6,-0.4
Cc1nc2cc(-c3ccccc3)nn2c(C)c1CCC(=O)NCc1ccco1,-39.0,13.1,-46.4,-8.6,-1.4,13.8,-4.0
C[C@@H]1CN([C@@H](C)CO)C(=O)c2cc(C#C[C@@H](C)O)cnc2O[C@@H]1CN(C)C(=O)CN1CCOCC1,9.1,.,0.9,-15.1,-1.2,5.2,0.8
COc1ccc(Br)c(OC)c1C(=O)NC(=O)Nc1nc(C)cc(C)n1,-3.9,-1.5,.,-13.5,-0.6,.,-2.1
Cc1noc(C)c1NC(=O)N(C)C[C@@H]1Oc2ncc(/C=C/c3ccccc3)cc2C(=O)N([C@@H](C)CO)C[C@H]1C,-3.4,.,1.1,-137.5,4.0,-2.4,-6.8
CC(=O)c1ccccc1N(C(=O)c1ccco1)C(C(=O)NC1CCCC1)c1ccc(N2CCOCC2)cc1 (stereo not given),11.3,-7.7,.,-1.9,0.5,.,0.1
CN(Cc1ccccc1)C(=O)c1ccc(NC(=O)Cc2ccc(NC(=O)C3CCCN(C(=O)C4CCCCC4)C3)cc2)cc1 (stereo not given),0.2,20.7,3.7,-2.6,0.2,-6.0,-0.1
C[C@@H]1CN([C@@H](C)CO)C(=O)Cc2cc(NC(=O)CCN3CCOCC3)ccc2O[C@H]1CN(C)C(=O)Nc1cccc2ccccc12,-20.0,-11.1,.,-22.6,-0.4,.,2.7

# A portion of the library; the hit share may differ from the screen's.
